CHT PAM: human CHT allosteric activation; Q9GZV3; CHT-expressing cells, membrane potential dye, choline EC20; hits give high values; LV-AA mutant CHT in HEK293 cells; B-score at 10 µM; 0.49% of 310,000 active;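 active = initial fluorescence not abnormally high and integrated response B-score, plate-corrected, over 3 SD above library mean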
Target sequence (Q9GZV3 whole entry, looked up): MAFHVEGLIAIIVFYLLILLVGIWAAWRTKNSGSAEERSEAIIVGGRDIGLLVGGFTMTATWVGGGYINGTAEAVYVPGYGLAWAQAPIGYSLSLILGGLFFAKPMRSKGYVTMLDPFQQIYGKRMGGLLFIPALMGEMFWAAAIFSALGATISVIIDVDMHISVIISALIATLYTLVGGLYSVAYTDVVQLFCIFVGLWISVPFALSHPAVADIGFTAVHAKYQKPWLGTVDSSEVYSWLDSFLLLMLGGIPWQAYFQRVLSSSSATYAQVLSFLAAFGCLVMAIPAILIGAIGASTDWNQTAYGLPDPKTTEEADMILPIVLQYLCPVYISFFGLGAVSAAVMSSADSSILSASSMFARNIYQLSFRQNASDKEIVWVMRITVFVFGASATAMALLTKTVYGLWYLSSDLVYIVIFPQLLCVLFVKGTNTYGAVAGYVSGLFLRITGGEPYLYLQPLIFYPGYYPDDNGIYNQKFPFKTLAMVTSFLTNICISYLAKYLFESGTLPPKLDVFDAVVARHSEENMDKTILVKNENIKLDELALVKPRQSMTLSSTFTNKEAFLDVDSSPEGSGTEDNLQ
CHT inh: inhibitors of human choline transporter CHT. CHT-expressing cells, membrane potential dye, choline response; hits give low values. B-score at 10 µM. 0.86% of 310,000 active. AID 488975;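 active = B-score over 3 SD under the library average, and starting fluorescence ratio not unusually high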;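 note: choline stimulus applied at its EC90 after an EC20 pre-addition; B-score computed on integrated fluorescence ratio after choline addition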
Active calls of the source: *; i = inactive. Not all compounds are listed, so the mix of outcomes need not match the whole.

SMILES	CHT PAM	CHT inh
CCN(CC)c1ccc(N=Cc2c(O)n(-c3cc(OC)ccc3OC)c(=O)[nH]c2=O)cc1	i	i
Cn1c2ccccc2c2cnn(CC(=O)N3CCC4(CC3)OCCO4)c(=O)c21	i	i
O=C(c1cccs1)N1C2CCC1CC(O)(c1cccnc1)C2 (stereo not drawn)	i	i
COc1cccc(C2C([N+](=O)[O-])=C(N)Oc3c2c(=O)oc2ccccc32)c1 (stereo not drawn)	i	i
O=C1C=C2C=C[C@H]3C[C@]2(O1)[C@@H]1CCCCN13	i	i
O=C1Nc2ccccc2/C1=C/c1nc2ccccc2c(=O)n1-c1ccc(O)cc1	i	i
O=c1c2ccccc2nc(Cc2ccccc2)n1-c1ccccc1O	i	i
O=S(=O)(c1ccccc1)N1CC1c1ccccc1 (stereo not drawn)	i	i
COP(=O)(OC)C1(O)C(=O)Nc2ccc(Br)cc21 (stereo not drawn)	i	i
Cc1cccc(-c2nc3ccccc3c(=O)n2-n2cccc2)c1	i	i

Reprinted from the part before: four compounds; new compounds follow.
SMILES	CHT PAM	CHT inh
O=c1c2ccccc2nc(Cc2ccccc2)n1-c1ccccc1O	i	i
O=S(=O)(c1ccccc1)N1CC1c1ccccc1 (stereo not drawn)	i	i
COP(=O)(OC)C1(O)C(=O)Nc2ccc(Br)cc21 (stereo not drawn)	i	i
Cc1cccc(-c2nc3ccccc3c(=O)n2-n2cccc2)c1	i	i
CNc1ccc2oc(C[C@H]3O[C@@]4(CC[C@H]3C)O[C@H]([C@H](C)C(=O)c3ccc[nH]3)[C@H](C)C[C@H]4C)nc2c1C(=O)O	i	i
CCCCCCNC(=O)N[C@H](Cc1ccc(O)cc1)C(=O)NCCC[C@H]1CN2C(=NC[C@H]2CCC)N1CC1CCC1	i	i
COc1ccc(C(C)=O)cc1CN1CC=C(c2ccccc2)CC1	i	i
Cc1sc2ncnc(N3CCC(C(=O)Nc4ccc(C#N)c(Cl)c4)CC3)c2c1C	i	i
O=c1[nH]c(O)c(C=Nc2ccccc2[N+](=O)[O-])c(=O)[nH]1	i	i
O=C(Nc1cccc(C(F)(F)F)c1)OC1CN2CCC1CC2 (stereo not drawn)	i	i
O=C1C2CCCN2C(c2ccccc2)N1c1ccccn1 (stereo not drawn)	i	i
O=[N+]([O-])[N-][n+]1cnn(Cc2ccccc2)c1	i	i
CC1(C)C(C(=O)NN2C(=O)c3ccccc3C2=O)C1(C)C	i	i
COc1ccc(-[n+]2c(-c3ccccc3)cc(-c3ccc(C)cc3)cc2-c2ccccc2)cc1	i	i
CNC(=S)N/N=C1\C2CN3CCN(C2)CC1(c1ccccc1)C3	i	i
CC1CN=C(Nc2cccc3ccccc23)S1 (stereo not drawn)	i	i
COc1cc(/C=N/NP(=S)(c2ccccc2)c2ccccc2)ccc1O	i	i
CN(C)c1ccc(/C=C/C=C/c2sc3ccccc3[n+]2C)cc1	i	i
COc1cccc(C2(C#N)CCN(C)CC2)c1	i	i
Clc1ccccc1CNC1CN2CCC1CC2 (stereo not drawn)	i	i
O=C(O)Cn1cc(C=C2C(=O)NC(=O)NC2=O)c2ccccc21	i	i
CN1CCN(c2ccc([N+](=O)[O-])c3no[n+]([O-])c23)CC1	i	i
COc1ccccc1C(=O)C1CCCN(Cc2cnc(C)s2)C1 (stereo not drawn)	i	i
CCOC(=O)c1cc(CC)sc1/N=C/c1c(O)[nH]c(=S)[nH]c1=O	i	i
CC(C)CCCn1c(O)c(/C=C2/C=CC=N2)c(=O)[nH]c1=O	i	i
COc1ccc(CCN)cc1O	i	i
Cc1cccc(C(=O)Nc2ccc(Cl)cc2C(=O)c2ccccc2)c1	i	i
COC(=O)C1=C(c2ccc(S(C)(=O)=O)cc2)C[C@@H]2CC[C@H]1N2C(=O)N1CCCCC1	i	i
CCOc1ccccc1Oc1coc2cc(OC(=O)N(C)C)ccc2c1=O	i	i
COC(=O)C1=C(c2cc3ccccc3s2)C[C@@H]2CC[C@H]1N2C(=O)N1CCCC1	i	i
CCOC(=O)C1CCN(/C=C2/C(=O)NC(=O)N(c3cccc(C)c3C)C2=O)CC1	i	i
CN1CCN(C(=O)COc2ccc(S(=O)(=O)NC3CCCCC3)cc2Cl)CC1	i	i
CCOc1ccc(-c2cc(C)[n+](CCO)c(-c3ccc(OCC)cc3)c2)cc1	i	i
CC(=Nc1ccccc1N)c1c(O)n(C)c(=O)[nH]c1=O	i	i
CN1CCN(c2ccc(Cl)cc2N)CC1	i	i
C[C@]12CC[C@H]3C(CCC4(O)CC(O)CC[C@]34C=O)C1=CC[C@H]2c1ccc(=O)oc1 (stereo partly drawn)	i	i
Cn1cccc1/C=C1/C(=O)NC(=O)N(C(C)(C)C)C1=O	i	i
CCCCC(=O)N/N=C/c1c(O)n(-c2ccccc2)c(=O)[nH]c1=O	i	i
CCN1CCN(c2ccc(NC(=O)C(C)C)cc2Cl)CC1	i	i
CCOP(=S)(OCC)c1ccc(N(C)C)cc1	i	i
O=P(c1ccccc1)(c1nc2ccccc2s1)N1CCOCC1 (stereo not drawn)	i	i
CN1CCN(c2ccc(F)cc2N)CC1	i	i
COc1ccc(-c2nn(CCC#N)cc2C(=O)Nc2ccccc2Cl)cc1	i	i
CN1CCN(Cc2nnc3n2-c2ccc(Cl)cc2C(c2ccccc2)=NC3)CC1	i	i
CC(=Nc1ccccc1N)c1c(O)n(C)c(=O)n(C)c1=O	i	i
Cc1cc(C)n2nc(SC(C)C(=O)N3CCC4(CC3)OCCO4)nc2n1 (stereo not drawn)	i	i
O=c1[nH]c(=O)n(CCc2ccccc2)c(O)c1C=NCCCn1ccnc1	i	i
C/C(=N\N1CCN(C)CC1)c1c(O)n(Cc2ccccc2)c(=O)[nH]c1=O	i	i
CCc1c(C)nc(N)nc1N1N=C1SCCOc1ccccc1	i	-7.7*
CCCCC(CC)COC(=O)c1ccccc1C(=O)OCC(CC)CCCC (stereo not drawn)	i	i
CC12CN3CCN(C1)CC(C)(C3)C2=NN	i	i
CCc1c(C)nc(N)nc1N1N=C1SCC(N)=O	i	i
COc1ccc(N2CC2c2ccncc2)cc1 (stereo not drawn)	i	i
COc1ccc(C(=O)OC2CC[C@@]3(C)C4CCC5[C@]6(O)CC(O)[C@@]7(O)C(CN8CC(C)CCC8[C@@]7(C)O)[C@]6(O)C[C@@]53O[C@]24O)cc1OC (stereo partly drawn)	i	i

Whole records as entered above. Order of screens: CHT PAM | CHT inh
CCCCC(=O)N/N=C/c1c(O)n(-c2ccccc2)c(=O)[nH]c1=O as listed: i | i
COc1ccc(N2CC2c2ccncc2)cc1 (stereo not drawn) as listed: i | i
CCc1c(C)nc(N)nc1N1N=C1SCC(N)=O as listed: i | i
Cc1cccc(C(=O)Nc2ccc(Cl)cc2C(=O)c2ccccc2)c1 as listed: i | i
O=P(c1ccccc1)(c1nc2ccccc2s1)N1CCOCC1 (stereo not drawn) as listed: i | i

Remaining list, next part
SMILES	CHT PAM	CHT inh
CN1C2c3ccccc3C3C4c5ccccc5C(C31)C(C2[N+](=O)[O-])N4C (stereo not drawn)	i	i
CCN1C(=O)C(=Cc2ccc(N3CCOCC3)o2)C(=O)N(CC)C1=S	i	i
COC(=O)C1=C(c2cccc(OC)c2OC)C[C@@H]2CC[C@H]1N2C(=O)NCc1cccc2ccccc12	i	i
c1cc(CNCCc2ccc3c(c2)OCO3)ccn1	i	i
Cc1ccc(S(=O)(=O)Cc2ccc(C(=O)N3CCC4(CC3)OCCO4)o2)cc1	i	i
OC12ONC(c3ccccn3)C1N1CCC2CC1 (stereo not drawn)	i	i
Nc1c(C(=O)NCCCc2ccccc2)c2nc3ccccc3nc2n1Cc1cccs1	i	i
C[C@@H]1CC[C@@]2(NC1)O[C@H]1C[C@H]3[C@@H]4CC=C5C[C@@H](O)CC[C@]5(C)[C@H]4CC[C@]3(C)[C@H]1[C@@H]2C	i	i
CCOC(C(=O)OCC(O)CN(CC)CC)(c1ccccc1)c1ccccc1 (stereo not drawn)	i	i
Cc1ccc(/C=C2\C(=O)NC(=O)N(CC3CCCO3)C2=O)s1 (stereo not drawn)	i	i

Molecules listed so far with a furan ring, fused or not, in the order listed:
SMILES	CHT PAM	CHT inh
CCN1C(=O)C(=Cc2ccc(N3CCOCC3)o2)C(=O)N(CC)C1=S	i	i
Cc1ccc(S(=O)(=O)Cc2ccc(C(=O)N3CCC4(CC3)OCCO4)o2)cc1	i	i

(more compounds)
SMILES	CHT PAM	CHT inh
N#CC(C#N)=C(C#N)c1ccc(Nc2ccccc2)cc1	i	i
C=CCn1c(O)c(C(C)=NCCN2CCN(C(=S)NC)CC2)c(=O)[nH]c1=O	i	i
COc1ccc(-c2nn(CCC#N)cc2C(=O)Nc2ccccc2)cc1OC	i	i
C1=C(c2c[nH]c3ccccc23)CCNC1	i	i
CN(C)c1ccc(/C=C/[N+](=O)[O-])cc1	i	i
CCOC(=O)c1c(-n2c(C)cc(C=C3C(=O)NC(=O)NC3=O)c2C)sc2c1CCCC2	i	i
CCC1CCCCN1P(=O)(c1ccc(C)o1)C(C)(C)C (stereo not drawn)	i	i
CCN1CCN(C(=O)COc2ccc3c(c2)C(=O)CC2(CCN(C(C)=O)CC2)O3)CC1	i	i
O=c1c2ccccc2nc(Cc2ccccc2)n1-c1ccccc1	i	i
c1cc(C2N3CCCN2CC3)ccn1 (stereo not drawn)	i	i
CCC1CCCCN1CC(=O)c1ccc(OC(F)F)cc1 (stereo not drawn)	i	i
O=c1[nH]c(CN2CCNCC2)nc2ccccc12	i	i
CCOc1ccc(NC(=O)c2c(C)nn(Cc3ccccc3)c2Cl)cc1	i	i
O=P1(NCCCn2cc[n+](Cc3nc4ccccc4[nH]3)c2)C=C(c2ccccc2)OC(c2ccccc2)=C1	i	i
CCC(NC(=O)OC(C)(C)C)C(=O)Oc1cc(C)cc2oc(=O)c3c(c12)CCC3 (stereo not drawn)	i	i
CCOC(=O)N(CC)c1ccc(C(O)(C(=O)OCC)C(F)(F)F)cc1 (stereo not drawn)	i	i
Cc1nnc2ccc(-c3cccc(C(F)(F)F)c3)nn12	i	i
Cc1ccc(N2C(=O)CC(=O)NC2=O)cc1Cl	i	i
Cc1ccc(-n2cc(CNC(C)Cc3cnccn3)c(-c3cccc(C)c3)n2)cc1 (stereo not drawn)	i	i
O=[N+]([O-])c1ccc(C[n+]2c(-c3ccccc3)cc(-c3ccccc3)cc2-c2ccccc2)cc1	i	i
O=C1NC(=O)C(=Cc2ccc(Oc3ccc([N+](=O)[O-])cc3)cc2)C(=O)N1	i	i
COCCNC(=O)CN1C(=O)CN=C(c2ccccc2)c2ccccc21	i	i
Nc1nnc(P(c2ccccc2)c2ccccc2)s1	i	i
CCN(CC)S(=O)(=O)c1ccc(C(=O)NC2CN3CCC2CC3)cc1 (stereo not drawn)	i	i
COc1ccc(CCNC2CCCCCC2)cc1	i	i
CCCCC12CNCC(C)(CNC1)C2=O	i	i
CCOc1ccc(-n2c(O)c(C=Nc3ccc(N(CC)CC)cc3)c(=O)[nH]c2=O)cc1	i	i
O=C(C[N+]12CCC(CC1)C(C(O)(c1ccccc1)c1ccccc1)C2)c1ccc(Br)cc1 (stereo not drawn)	i	i
OCc1cnc[nH]1	i	i
CN1C(C(=O)N2CCC3(CC2)OCCO3)=CC(c2ccc(F)cc2)=NS1(=O)=O	i	i
OC1/C(=C/c2ccc(F)cc2)N2CCC1CC2 (stereo not drawn)	i	i
O=S(=O)(NC1CCCC1)OCC(Cl)(Cl)Cl	i	i
Cc1ccc(CN2CCN(C)CC2)c(C)c1	i	i
CCN(CC)C(=O)c1ccc(NC(=O)c2ccc(-n3cncn3)c([N+](=O)[O-])c2)cc1	i	i
CN1CCN(c2ccc3c(c2)S(=O)(=O)c2ccccc2C3=O)CC1	i	i
COc1ccc(C(=O)N2CCOCC2)cc1S(=O)(=O)N1CCC(C)CC1	i	i
CCCCCCC(=O)N/N=C/c1c(O)n(C(C)CC)c(=S)[nH]c1=O (stereo not drawn)	i	i
C/C(=N\N1CCCCCC1)c1c(O)n(C2CCCCC2)c(=O)[nH]c1=O	i	i
CN1CCN(c2ccc([N+](=O)[O-])c(NCC3CCCO3)c2)CC1 (stereo not drawn)	6.3*	i
C=CCc1cc(C=C2C(=O)N(C)C(=O)N(C)C2=O)cc(OCC)c1OCc1ccccc1	i	i
COc1ccc2c(CN3CC=C(c4ccccc4)CC3)cc(=O)oc2c1	i	i
CC[C@H](C)[C@@H]1O[C@@]2(C=CC1C)CC1C[C@@H](CC=C(C)C(O[C@H]3CC(OC)C(O[C@H]4CC(OC)C(O)C(C)O4)C(C)O3)C(C)C=CC=C3CO[C@@H]4C(O)C(C)=C[C@@H](C(=O)O1)[C@]34O)O2 (stereo partly drawn)	i	i
CCOC(=O)C1(CCc2ccccc2)CCN(Cc2cccc3c2OCO3)CC1	i	i
O=c1[nH]c(=S)[nH]c(O)c1N=Nc1ccc(OC(F)F)cc1	i	i
Cc1cc(C)nc(/N=C(\N)c2c(O)[nH]c(=O)[nH]c2=O)n1	i	i
Nc1ccnn1C1CCNCC1	i	i
CCC(=O)N1CC(=O)Nc2ccc(F)cc2C1c1ccccc1 (stereo not drawn)	i	i
CC(C)c1ccc(-n2c(O)c(/C=N/NC(=O)c3ccccc3O)c(=O)[nH]c2=S)cc1	i	i

High-throughput results as filed in PubChem BioAssay.
